Screening data: PubChem BioAssay, National Center for Advancing Translational Sciences (NCATS)
TSG101-PTAP inh: blocks PTAP/TSG101 interaction to inhibit HIV-1 budding; Fluorescence polarization, FITC-PTAP peptide / Tsg101 binding; Potency, µM (highest dose often 115 µM), for the others: at the highest dose activity change, negative = inhibition, usual class: inhibitors; 340,000 tested, under 10 active; AID 493005; active means well fitted inhibition curve with a large enough effect in the main read-out, with a control signal flat, not every such curve was filed as active; inconclusive means small, poorly fitted or top-dose-only effect, or effect the other way, or a change in a side signal; inactive means no such curve, though single readings can be large or run the other way; further: potency means the concentration at half of the fitted maximal effect; % of control where 0% means no effect
Target sequence (Q99816 whole entry, looked up): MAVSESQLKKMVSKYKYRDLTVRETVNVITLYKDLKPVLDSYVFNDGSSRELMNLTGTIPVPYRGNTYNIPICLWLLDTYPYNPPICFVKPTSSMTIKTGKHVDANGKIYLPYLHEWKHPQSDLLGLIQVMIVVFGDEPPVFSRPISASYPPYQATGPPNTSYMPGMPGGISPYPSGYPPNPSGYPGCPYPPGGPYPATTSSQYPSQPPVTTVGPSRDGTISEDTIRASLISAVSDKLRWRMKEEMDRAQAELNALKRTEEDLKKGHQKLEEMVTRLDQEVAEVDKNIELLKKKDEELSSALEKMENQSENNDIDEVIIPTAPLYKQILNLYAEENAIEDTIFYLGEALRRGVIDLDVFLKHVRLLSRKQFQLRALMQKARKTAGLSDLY
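Fluorescence polarization binding of Tsg101 binding domain (10 uM final) to FITC-labeled PTAP peptide (50 nM final) in HEPES pH 7.5 buffer with NaCl, Tween 20, EDTA, TCEP. Compounds added before peptide; binding 20 min at RT.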
Chronic BCR inh: blocks chronic active B-cell receptor signaling; ABC-DLBCL IkBa-CBG/CBR reporter, luminescence ratio, 4 h; Potency, µM (highest dose often 46.1 µM), without a hit: top-dose ratio change, negative = lower green/red ratio, actives largely listed as inhibitors; 340,000 compounds, 0.05% hits; active means well fitted inhibition curve with a large enough effect in the signal ratio, with a control signal flat, not every such curve was filed as active; inconclusive means small, poorly fitted or top-dose-only effect, or effect the other way, or a change in a side signal; the % refers to the signal ratio;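 further: potency means the concentration at half of the fitted maximal effect; plate controls were basal doxycycline-induced cells for no effect and cells given 10 µM MG132 for full effect; MG132 reads +100%, hits lower the ratio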
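Cell line TMD8 (human ABC DLBCL), stably expressing tet-inducible CBG68-IkBa fusion and CBR; IMDM/0.5% FBS; cpd up to 46 uM; dox induction, 4 h, 37C/5% CO2; dual luminescence; green/red ratio; MG132 control.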
Eya2 inh: inhibitors of human Eya2 phosphatase activity; O00167; recombinant Eya2, OMFP fluorescence dephosphorylation (OMFP is methylfluorescein phosphate); Potency, µM (highest dose often 76.9 µM), without a hit: at the highest dose activity, negative = inhibition, most hits filed as inhibitors; 330,000 compounds, 0.006% hits; further: potency means the concentration at half of the fitted maximal effect; on the % scale 0 is the no-effect control and ±100 the full control effect
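Eya2 (0.2 uM) preincubated 10 min at ambient with compound, then OMFP substrate added at 50 uM; 10 min reaction in 50 mM HEPES pH 7.5, 50 mM NaCl, 5 uM MgCl2, 0.05% BSA, 1 mM DTT. Fluorescence read at Ex 485/Em 525 nm.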
ASM inhibitor: inhibitors of human secretory acid sphingomyelinase | P17405 | 340,000 compounds, 0.006% hits | Potency, µM (highest dose often 57.5 µM), inactives show at the highest dose activity change, negative = inhibition, actives largely listed as inhibitors | placental ASM, HMU-PC fluorogenic substrate, 60 min | AID 504937; further: potency means the concentration at half of the fitted maximal effect
Target sequence (P17405 47-631 limits assumed): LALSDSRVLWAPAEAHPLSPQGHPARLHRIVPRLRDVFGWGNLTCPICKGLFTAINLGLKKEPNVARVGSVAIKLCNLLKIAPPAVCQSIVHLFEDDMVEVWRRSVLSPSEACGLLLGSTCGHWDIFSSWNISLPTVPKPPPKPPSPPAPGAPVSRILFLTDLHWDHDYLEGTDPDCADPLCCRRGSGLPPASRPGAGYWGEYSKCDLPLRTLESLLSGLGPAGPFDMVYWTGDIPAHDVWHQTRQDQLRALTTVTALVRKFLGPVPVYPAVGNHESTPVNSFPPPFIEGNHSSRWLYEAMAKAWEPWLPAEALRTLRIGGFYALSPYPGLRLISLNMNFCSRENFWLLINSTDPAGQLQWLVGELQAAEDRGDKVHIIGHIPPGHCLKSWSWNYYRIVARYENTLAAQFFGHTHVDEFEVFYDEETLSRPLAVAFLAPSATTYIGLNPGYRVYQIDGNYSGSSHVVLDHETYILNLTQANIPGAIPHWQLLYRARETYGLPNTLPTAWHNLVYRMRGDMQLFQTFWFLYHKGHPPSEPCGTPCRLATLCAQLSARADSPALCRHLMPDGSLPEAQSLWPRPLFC
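Human placenta-derived ASM preincubated with compound 10 min at room temperature, then reacted with 9 uM (final) fluorogenic HMU-PC substrate for 60 min at 37 C. Stop solution raises pH to 10; fluorescence read at Ex 386/Em 447 nm.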
A-T KAP1 phos: candidate therapy for ataxia-telangiectasia | 320,000 compounds, 0.19% hits | AID 485349 | […] A-T fibroblasts, KAP-1 phosphorylation AlphaLISA; neocarzinostatin DNA damage 30 min before lysis | Potency, µM (top dose mostly 57.5 µM), inactives show at the top dose activation, actives largely listed as activators; further: potency means the concentration at half of the fitted maximal effect; % of control where 0% means no effect; nearly all actives have a fitted effect of over 45% in size
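ATM-like activity read as KAP-1 phosphorylation via AlphaLISA donor/acceptor antibody pairs after lysis and 6 hr at 25C. Cells were ATM-null patient fibroblasts ([…], hTERT), dosed 60 min, then exposed to the DSB inducer NCS for 30 min.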
TCR act: T cell receptor activation. primary human leukocytes, anti-CD3, IL-2 HTRF, 48 h. Potency, µM (doses to about 9.22 µM), for inactives: top-dose activation of IL-2 secretion, most hits filed as activators. 330,000 tested, under 10 active; further: % of control where 0% means no effect
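Primary human leukocytes were stimulated with a-CD3 beads plus compounds for 48 hr without co-stimulation; secreted IL-2 was quantified by HTRF using a-IL-2-K (europium cryptate) and a-IL-2-d2, excited at 320nm with acceptor emission read at 665nm.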
Integrin act MD: integrin-mediated muscular dystrophy alleviation activation; alpha7betagal myoblasts, beta-gal FDG fluorescence, 48 h; 350,000 compounds, 0.064% hits; Potency, µM (series often up to 38.3 µM), for the others: at the top dose activation, hits mostly activators; AID 624291;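 further: potency means the concentration at half of the fitted maximal effect; 100% = response of the positive control SU9516; nearly all actives have a fitted effect of over 60% in size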
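alpha7betagal+/- myoblasts (passage 13, 250/well) treated 48 h at 37C with compounds at 1:260 dilution of DMSO stock. Lysed, then beta-galactosidase activity read as FDG fluorescence (ex 480/em 540) after 30 min, with pre-read for autofluorescence.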
ELG1 DNA repair: ELG1-dependent DNA repair inhibition; HEK293T ELG1-luciferase reporter, luminescence, 16 h; DNA damage induced by 5-fluorouridine; Potency, µM (series often up to 46.1 µM), for inactives: at the highest dose activity change, negative = inhibition, actives largely listed as inhibitors; 330,000 compounds, 2.3% hits; further: potency means the concentration at half of the fitted maximal effect; on the % scale 0 is the no-effect control and ±100 the full control effect; nearly all actives have a fitted effect of over 55% in size
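Quantitative HTS, concentration-response format. 2,000 cells/well co-treated with 5-fluorouridine and compound, 16 hr in 5% CO2 at 37 °C; ONE-Glo luminescence read after 30 min.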
TSHR antagonist: human thyrotropin receptor antagonism; P16473; TSHR-expressing cells, TSH-stimulated cAMP HTRF, 2 h; stronger effect = lower value; activity change, negative = inhibition, % at 11.5 µM; 330,000 compounds, 0.2% hits;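 active means activity change below a set negative limit, meaning inhibition stronger than a set level, cut at about -70% in these data; inconclusive means activity change between two set negative limits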; further: on the % scale 0 is the no-effect control and ±100 the full control effect
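TSHR-expressing cells were treated with compounds, then stimulated with TSH at EC80 (4nM final) for 2 hours at 37 deg C. Cellular cAMP was measured by HTRF competition between lysate cAMP and cAMP-d2 for a cryptate-labelled anti-cAMP antibody.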
Tb PFK inh: inhibitors of T. brucei phosphofructokinase; O15648; T. brucei PFK, ADP-Glo luminescence; Potency, µM (series often up to 57.5 µM), for the others: top-dose activity, negative = inhibition, most hits filed as inhibitors; 330,000 compounds, 0.17% hits;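 further: potency means the concentration at half of the fitted maximal effect; 0% = uninhibited 1x PFK enzyme wells and -100% = no-enzyme wells; nearly all actives have a fitted effect of over 60% in size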
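In TEA buffer at pH 8.0 with 5 mM MgCl2, enzyme (1.25 nM) converted F6P (0.5 mM) and ATP (0.1 mM) for 45 min at room temperature. ADP product was read by luciferase luminescence.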
Mito fusion yeast: blocks mitochondrial division or promotes mitochondrial fusion. S. cerevisiae fusion-defective mutant growth rescue, CellTiterGlo 48 h. Potency, µM (titrated, usually from 46.1 µM), for inactives: top-dose growth rescue (activation), most hits filed as activators. 320,000 compounds, 0.23% hits;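 further: potency means the concentration at half of the fitted maximal effect; % of control where 0% means no effect; nearly all actives have a fitted effect of over 45% in size; temperature-sensitive fusion mutants such as fzo1-1 at 37 °C on non-fermentable ethanol glycerol medium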
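Read-out: ATP-based luminescence (CellTiterGlo, 10 min ambient) reporting growth of fusion-defective ts yeast after 48 hours at 37C on glycerol/ethanol YPEG medium in the presence of compound.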
* hit, by the source's call; ? = inconclusive; . = no result given; [ ] = remark or other dose. Unless noted, the call rests on the fitted dose curve; in most records, active means well fitted curve in the direction sought with a large enough effect; inconclusive means small, poorly fitted or top-dose-only effect, or another doubt; inactive means no such curve, though single readings can be large; an effect the other way counts as inactive or inconclusive.

SMILES	TSG101-PTAP inh	Chronic BCR inh	Eya2 inh	ASM inhibitor	A-T KAP1 phos	TCR act	Integrin act MD	ELG1 DNA repair	TSHR antagonist	Tb PFK inh	Mito fusion yeast
COC(=O)c1cc(NC(=O)c2cc(-c3ccc(C(F)(F)F)cc3)oc2C(F)(F)F)ccc1N1CCOCC1	1.3%	-0.2%	-1.3%	?	-4.5%	-3.4%	-7.6%	?	-8.0	1.7%	-5.1%
C/C(=N\O)C(=O)NCCCNCCCN(C)C	-0.6%	.	.	-2.2%	.	-4.9%	-23.4%	.	.	.	1.8%
c1ccc(C(c2ccccn2)c2ccccn2)cc1	-4.4%	-5.2%	-2.7%	-0.9%	6.4%	2.6%[46.1 µM]	-2.6%	-2.3%	7.4	0.0%	-1.3%
Cc1cccc(Cn2c(O)c(N=NC(=S)Nc3ccccc3F)c3ccccc32)c1	-1.8%	-13.5%	-3.0%	-15.8%	-4.0%	1.6%	-63.7%[inhibitor]	3.66µM*	1.0	1.3%	4.3%
COc1ccc(CCC(=O)NNC(=O)c2ccc(F)cc2)cc1	0.1%	-8.9%	5.7%	26.2%	-3.5%	-3.2%	-6.5%	?	-8.6	-3.6%	0.0%
CC(C)NC(=O)C1CCN(S(=O)(=O)c2ccc(N3CCCC3=O)cc2)CC1	-7.4%	1.2%	1.9%	4.8%	-1.9%	-1.6%	17.3%	10.9%	0.0	-5.6%	-1.7%
Cc1cc(C)nc(SCC(=O)Nc2ncc3c(n2)CCCC3=O)n1	-3.8%	4.3%	0.6%	1.3%	7.2%	-1.8%	0.0%	0.2%	-0.5	-10.0%	0.2%
COc1ccc(CNC(=S)N/N=C(/C)c2ccccc2)cc1	0.3%	-25.0%	-2.6%	-14.5%	-3.8%	4.3%	-20.5%	?	-4.7	0.6%	13.9%
O=C1COc2ccc(S(=O)(=O)CCC(=O)N3CCN(c4cccc(Cl)c4)CC3)cc2N1	-2.6%	-7.2%	-6.1%	-5.4%	0.7%	-1.1%	3.1%	?	-12.0	-9.1%	2.5%
C=C1CCN(c2ccc(C(=O)NCc3ccccc3)cc2[N+](=O)[O-])CC1	1.9%	21.4%	12.6%	11.6%	-0.9%	-2.4%	23.5%	18.8%	-5.0	-0.7%	-5.2%
COc1ccc(OCc2nnnn2-c2ccccc2)cc1	-7.7%	4.9%	-33.9%	0.2%	3.2%	-4.7%	23.0%	16.5%	-2.3	-9.9%	1.4%
c1ccc(-c2nnc(-c3ccncc3)o2)cc1	-8.0%	?	12.3%	3.9%	-1.2%	0.3%	-6.6%	?	-2.3	0.1%	-1.5%
Cc1cccnc1CC(C)NC(=O)c1cc(COc2cncc(Cl)c2)on1 (stereo not given)	-2.3%	-5.2%	0.1%	3.1%	0.3%	-1.9%	-4.2%	26.7%	5.0	8.1%	1.8%
Cc1cc(-c2cc(-c3ccccc3)on2)nc(NC2CCCC2)n1	0.7%	?	3.2%	18.3%	?	-7.0%	-33.6%	1.9%	-11.4	1.8%	-91.7%[inhibitor]
C=CCc1cccc(/C=N/NC(=O)c2ccc3nc[nH]c3c2)c1O	-0.4%	-23.7%	-11.5%	-16.1%	2.5%	-2.3%	-14.7%	?	-10.0	1.0%	-5.9%
CC(=O)NCC(=O)NC(C(=O)Nc1ccc2c(c1)OCCO2)c1ccccc1 (stereo not given)	-3.2%	?	1.3%	2.4%	-3.7%	1.4%	17.8%	3.4%	-3.0	-4.5%	-2.1%
O=C(c1ccc(S(=O)(=O)N2CCCCC2)cc1)N1CCN(CCN2C(=O)c3cccc4cccc(c34)C2=O)CC1	-3.9%	3.3%	0.1%	-9.1%	3.6%	0.1%	13.2%	3.26µM*	4.1	-1.2%	-5.7%
O=C(COC(=O)c1cccc(C(=O)OCC(=O)c2ccc(Br)cc2)n1)c1ccc(Br)cc1	-1.2%	?	-0.2%	-4.9%	-0.4%	14.5%	3.0%	13.0%	7.5	0.9%	-4.1%
COc1ccc(NC(=O)CC23CC4CC(C2)CC(n2nnc(C)n2)(C4)C3)cc1	-2.6%	3.6%	17.6%	44.5%[activator]	-1.6%	-3.4%	17.5%	5.3%	-8.5	2.0%	1.0%
C=C(C)C(=O)NNc1ccccc1	-1.1%	-0.6%	-1.0%	-1.9%	21.3%	3.6%	0.0%	-6.3%	11.1	1.6%	-15.7%
COc1cccc(Oc2ccc(S(=O)(=O)N3CCOCC3)cc2[N+](=O)[O-])c1	-3.8%	-1.0%	5.9%	-2.5%	4.1%	1.1%[46.1 µM]	6.0%	3.2%	-4.7	-0.2%	.
O=C(c1ccc(COc2ccc(Cl)cc2Cl)o1)N1CCCC1	-5.1%	?	2.0%	-1.4%	-3.6%	3.5%	-15.4%	?	8.8	-6.1%	6.6%
CCn1cc(/C=N/NC(=O)c2ccc3c(c2)OCO3)c(C)n1	-0.9%	?	17.9%	1.6%	1.4%	-3.0%	12.6%	5.7%	16.8	-0.9%	-0.6%
C=C1C(O)[C@@H]2O[C@]3(CC[C@H](/C=C/C(C)[C@@H]4CC(C)=CC5(O[C@H](C[C@@](C)(O)CO)CCC5O)O4)O3)CC[C@H]2O[C@@H]1C(O)CC(C)[C@H]1OC2(CCCCO2)CCC1C (stereo not given in full)	-1.4%	?	-0.3%	14.1%	-2.3%	6.6%	-46.6%[inhibitor]	?	-28.0	-3.9%	.
Nc1cccc(Nc2ncnc3ccccc23)c1	-2.1%	-21.8%	5.0%	-2.3%	0.5%	0.2%	7.3%	?	-8.9	0.1%	0.4%
CCOC(=O)c1nnc(-c2cccs2)nc1Oc1ccccc1C(=O)OC	-3.0%	?	11.7%	-1.8%	.	-4.1%	-18.2%	11.0%	-4.6	1.0%	-0.7%
CC(=O)c1cccc(OCc2cc(C(=O)N(C)Cc3ccc(C)o3)no2)c1	0.0%	?	3.5%	-1.3%	-1.8%	1.5%	-19.2%	?	3.1	-23.9%	-0.6%
O=C(NCCN1CCOCC1)C(=O)NCc1ccco1	-5.6%	8.9%	0.2%	-0.2%	3.0%	-27.0%	20.0%	-2.0%	-1.9	?	-1.7%
COc1ccc(C(=O)NCc2nnc(SCC(=O)N3CCOCC3)o2)cc1	0.0%	0.1%	7.7%	0.5%	-1.7%	0.0%	-1.1%	-0.3%	-15.8	11.8%	13.9%
Cn1c(=O)c2c(ncn2CC(=O)OCC(=O)NC2CCCc3ccccc32)n(C)c1=O (stereo not given)	-5.3%	-1.4%	23.3%	0.8%	2.5%	5.4%	-0.4%[7.66 µM]	?	-6.2	0.2%	-2.2%
O=C(O)COc1ccccc1/C=N/NC(=O)CSc1nnc(SCc2ccc(Cl)cc2)s1	-5.2%	-3.2%	-12.0%	13.3%	-6.1%	5.7%	14.4%	3.4%	4.5	-9.9%	4.4%
O=CN/C=C/c1cc(O)ccc1O	0.1%	?	10.6%	0.4%	-0.4%	2.1%	-43.2%	-10.9%	18.4	30.1µM*	-6.0%
Cc1ccc(S(=O)(=O)CCC(=O)OCC(=O)N2CCN(S(=O)(=O)c3ccccc3)CC2)cc1	-1.5%	12.1%	9.7%	-0.7%	2.2%	-6.3%	-28.3%	19.9%	-2.1	-6.3%	3.1%
CC(/C=N/n1cnnc1)=C\c1ccco1	0.2%	?	-18.5%	5.1%	-3.7%	13.6%[46.1 µM]	14.6%	9.6%	-5.7	-3.5%	0.5%
CCOC(=O)C1=C(C)N(C[C@@H]2CC[C@@H](Cc3ccc(-c4ccccc4)cc3)O2)C(=O)NC1c1ccc(-c2ccccc2)cc1 (stereo not given in full)	0.6%	0.7%	6.1%	2.3%	12.4%	3.0%[46.1 µM]	-17.4%	11.8%	-2.4	1.6%	.
CCN(CC(=O)NCc1ccccn1)S(=O)(=O)c1ccc(Cl)cc1	0.4%	6.2%	-23.1%	1.8%	0.6%	-5.5%	13.1%	-8.3%	7.6	-24.3%	-0.2%
